GSK3beta inhib = human GSK3beta kinase inhibitors, primary screen, biochemical, cell-free homogeneous, HTS; Glycogen synthase kinase-3 beta (Homo sapiens), P49841; GST-GSK3beta kinase, ADP-Glo luminescence, 60 min; active compounds read low; activity score (negative = inhibition), % at 10 µM; 0.038% of 300,000 active; AID 2097, 2009;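 active = more than half of replicate wells score below -50%, meaning over 50% inhibition versus plate controls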;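 note: 0% = median DMSO wells and -100% = median GW8510 positive control wells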
Target sequence (P49841 whole entry, looked up): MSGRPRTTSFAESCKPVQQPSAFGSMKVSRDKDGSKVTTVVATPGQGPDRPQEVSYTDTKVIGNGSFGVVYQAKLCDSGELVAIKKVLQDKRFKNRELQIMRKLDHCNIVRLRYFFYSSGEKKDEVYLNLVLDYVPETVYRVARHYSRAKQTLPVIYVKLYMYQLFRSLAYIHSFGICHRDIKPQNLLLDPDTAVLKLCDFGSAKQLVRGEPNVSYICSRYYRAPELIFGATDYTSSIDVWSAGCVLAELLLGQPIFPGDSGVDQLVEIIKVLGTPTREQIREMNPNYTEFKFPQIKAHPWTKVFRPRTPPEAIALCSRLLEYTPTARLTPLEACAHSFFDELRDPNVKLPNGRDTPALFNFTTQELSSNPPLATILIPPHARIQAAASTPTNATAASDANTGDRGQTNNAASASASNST
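test system = GST-tagged human GSK3beta kinase, cell-free | reagent = 25 µM ATP with peptide substrate | dosing = one dose of 10 µM per compound | schedule = 60 min reaction, RT | detection = luminescent ADP-Glo measurement of ADP formed | control set = DMSO neutral wells and GW8510 at 20 µM as positive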
GSK3A inh = blockers of GSK3A enzyme activity – biochemical, luminescence, cell-free homogeneous, HTS, primary screen. GSK-3 alpha kinase, ADP-Glo luminescence, 60 min. Glycogen synthase kinase-3 alpha (Homo sapiens), P49840. 0.1% of 320,000 active. AID 2650, 2010. inhibition, % at 10 µM;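 in the data active = inhibition above about 50%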;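 note: GST-tagged GSK-3 alpha with peptide substrate and 25 µM ATP; 0% = DMSO neutral wells and 100% = GW8510 positive control wells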
Target sequence (P49840 whole entry, looked up): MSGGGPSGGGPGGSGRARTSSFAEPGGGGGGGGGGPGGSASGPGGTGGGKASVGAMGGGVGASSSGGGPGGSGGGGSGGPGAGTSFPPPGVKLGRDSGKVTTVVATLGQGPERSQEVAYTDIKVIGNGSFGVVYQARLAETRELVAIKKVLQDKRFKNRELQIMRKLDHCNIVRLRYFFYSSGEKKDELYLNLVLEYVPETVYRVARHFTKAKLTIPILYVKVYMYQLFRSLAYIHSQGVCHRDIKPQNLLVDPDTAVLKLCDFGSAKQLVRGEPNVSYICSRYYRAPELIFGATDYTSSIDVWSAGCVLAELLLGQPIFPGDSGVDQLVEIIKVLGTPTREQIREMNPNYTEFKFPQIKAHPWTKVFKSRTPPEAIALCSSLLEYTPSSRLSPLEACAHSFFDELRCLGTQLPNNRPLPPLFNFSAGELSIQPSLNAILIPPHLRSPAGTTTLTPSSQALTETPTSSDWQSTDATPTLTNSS
HSP90 refold inh = HSP90 inhibitors, primary screen, cell lysate, luminescence. Rabbit reticulocyte lysate, luciferase refolding luminescence, 3 h. inhibition, % at 5.6 µM. Heat shock protein HSP 90 (rabbit reticulocyte lysate; luciferase refolding). 0.91% of 290,000 active;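 active = inhibition above the screen-wide mean plus 3 SD, computed separately per campaign, cut at about 16% in these data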;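 note: 0% = DMSO wells and 100% = 60 µM geldanamycin wells; inhibitors lower the luminescence because luciferase stays unfolded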
Platelet DG rel = inhibitors of platelet dense granule secretion, primary screen, cell-based, MLPCN, human platelets; 0.22% of 300,000 active; AID 1663, 2009; human platelet-rich plasma, SFLLRN dense granule ATP release, luminescence; inhibition, %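 (compounds screened at 7.5 µM in platelet-rich plasma)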;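 active = mean replicate score, as percent of positive control, at or above 50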
Dyrk1A ADPGlo = rat Dyrk1A kinase inhibitors, primary screen, biochemical, single point, plate reader; Dual specificity tyrosine-phosphorylation-regulated kinase 1A (Rattus norvegicus), Q63470; ADP-Glo luminescence, NFATc1 peptide; inhibition, % at 12.5 µM; 0.43% of 310,000 active; in the data active = inhibition above about 50%;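 note: plate controls were vehicle with enzyme for no effect and no enzyme for full effect; many of its hits are not listed in these tables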
HSF1 inh = HSF1 inhibitors in luciferase reporter cells, primary screen, cell-based, NIH3T3, luminescence; 0.77% of 300,000 active; activity change, negative = inhibition, % at 7.5 µM (by protocol); NIH3T3-HGL HSE-luciferase, MG132-induced, luminescence 8 h; active compounds read low; AID 2098, 2009;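 active = more than half of replicate wells show activity change below -50%, luminescence cut by over half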;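 note: luciferase reports HSF-1 transcriptional activity via heat shock element; 0% = median of DMSO wells and -100% = zero luminescence signal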
HSF1 activator = HSF-1 activators, primary screen, NIH3T3-HGL cells, MG132 stress, luminescence, single point; NIH3T3-HGL HSF-1 luciferase reporter, 8 h; 100% = twice DMSO control signal; 1.7% of 300,000 active; activation, % at 9 µM;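 active = mean replicate activation of at least 50% with a set share of replicates each reaching 50%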;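 note: 0% = median of the neutral control wells and 100% = twice that signal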
KLF5 inh = KLF5 expression inhibitors, primary screen, DLD-1 cells, luminescence; AID 1700, 2009; inhibition, % at 5 µM; 0.23% of 290,000 active; DLD-1 KLF5 promoter-luciferase reporter;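 active = inhibition above a per-plate limit of that plate's mean compound inhibition plus 3 SD, cut at about 60% in these data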;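 note: 0% = DMSO wells and 100% = LY294002 at 200 µM; higher means less KLF5 promoter-driven luciferase light; inactives centre near -14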
aSyn UTR inh = MLPCN primary screen, SNCA 5' untranslated region; alpha-synuclein 5'UTR reporter, inhibitor activity; inhibition, % (tested at 7.5 µM); 0.82% of 300,000 active; AID 1813, 2009; in the data active = inhibition above about 60%;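 note: H4 neuroglioblastoma cells stably carrying SNCA 5'UTR luciferase fusion; 0% = DMSO wells and 100% = positive control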
IEC-6 cytotox = cytotoxicity in IEC-6 intestinal epithelial cells, primary screen, cytotoxicity control for KLF5 inhibitor project, cell-based, luminescence; AID 1825, 2009; 0.78% of 290,000 active; IEC-6 cytotoxicity, luminescence viability; inhibition, % at 5 µM; in the data active = inhibition above about 22%;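 note: 0% = plate median of test compound wells and 100% = cytotoxic reference compound wells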
The depositor's hits bear a star; x = no result given.

SMILES	GSK3beta inhib	GSK3A inh	HSP90 refold inh	Platelet DG rel	Dyrk1A ADPGlo	HSF1 inh	HSF1 activator	KLF5 inh	aSyn UTR inh	IEC-6 cytotox
Cc1ccc(C)c(NC2CCCCC2NS(=O)(=O)c2ccccc2)c1 (stereo not drawn)	-3.7	-1.0	-0.9	20.1	x	68.4	83.4*	-4.6	1.6	-5.0
O=S(=O)(c1ccccc1)n1ccc2cccnc21	0.5	-3.1	-1.3	-2.7	-1.7	-6.3	-6.1	-4.9	8.2	1.8
CC(=O)N/N=C(\C)CCc1ccccc1	-6.2	1.4	4.8	1.3	0.2	-2.0	-1.0	-5.7	12.3	-3.7
Cc1ccc(-c2nn(C)c(=O)c3ccccc23)cc1S(=O)(=O)NCCO	2.7	7.0	11.1	7.6	7.2	4.7	0.1	10.6	30.0	5.5
CCNc1nnc(-c2ccncc2)s1	10.8	4.5	4.5	3.5	19.4	-1.8	18.8	-28.6	20.7	6.5
Cc1c(C(=O)N2CC[C@@H](N3CCC(O)CC3)[C@H](O)C2)[nH]c2ccc(Cl)cc12	1.0	-1.3	-2.3	5.0	-3.4	-6.6	-0.9	-12.1	-1.0	5.3
CC(=O)c1ccc(NC(=S)Nc2ccc(N3CCOCC3)cc2)cc1	-0.1	1.6	5.0	15.9	0.3	5.7	30.2	-8.1	-40.5	-10.2
N#Cc1c(/N=C/c2cccs2)sc2c1CCC2	-2.9	-1.6	1.1	7.5	4.8	20.3	37.5	-0.1	-87.9	-5.2
CC(=O)Nc1cccc(NC(=O)CSc2ncc(C(=O)Nc3ccc(F)cc3)c(=O)n2C)c1	-0.1	-0.4	x	-0.9	2.2	3.7	-14.8	x	-41.9	x
O=C(Nc1ccc(F)c(Cl)c1)C1CC(=O)n2c(nc3ccccc32)N1 (stereo not drawn)	4.4	1.3	-1.7	-0.3	-4.0	4.0	-3.2	-16.9	10.0	-4.9
CC(=O)Nc1ccc(NC(=O)c2ccc(NC(=O)c3ccccc3)cc2)cc1	-0.2	-0.1	2.1	1.3	7.9	-0.5	0.6	-9.6	-10.5	0.6
Cc1ccc(C(=O)O)cc1S(=O)(=O)N1CCOCC1	-3.1	-2.5	3.3	7.5	-12.5	-2.9	2.9	-21.2	13.3	6.7
CCOc1ccc(CN(C)C(=O)c2cccnc2OCC)cc1OC	3.3	-2.0	1.5	21.7	-2.4	-1.8	3.9	-16.8	-22.2	-7.6
O=C(CSc1nc2ccccc2s1)Nc1ccc(Cl)c(C(=O)O)c1	5.4	-2.2	0.2	4.3	3.1	-0.5	15.3	-9.0	24.4	-4.6
O=C1CCCN1c1ccc(S(=O)(=O)N2CCN(c3ccccc3)CC2)cc1	11.8	0.7	3.2	-4.6	0.7	-2.2	0.1	13.0	9.2	3.1
Cc1cccn2c(=O)c3cc(C(=O)NCCc4ccccc4)c(=N)n(CCCn4ccnc4)c3nc12	3.0	x	-0.2	-2.0	-5.2	10.4	10.2	24.4	-46.5	9.4
Cc1cc(OC(=O)c2cccc([N+](=O)[O-])c2)c(C)cc1CN1CCOCC1	2.2	-1.3	0.9	3.4	-4.2	4.9	1.9	-11.4	-0.6	-3.2
CC(=O)Nc1ccc(NC(=O)C(Cc2ccccc2)NC(=O)C2CCC(C)CC2)cc1 (stereo not drawn)	5.6	-1.8	2.5	0.6	9.8	2.2	25.4	-6.9	-16.0	-0.9
CCN(C(=O)COc1cc(=O)n(C)c2ccccc12)c1cccc(Cl)c1	-3.5	2.3	-0.9	5.2	0.2	11.9	24.0	-24.5	15.0	-1.6
Cc1ccc(/C=C2/C(=N)N3N=C(CC(=O)N4CCCC4)SC3=NC2=O)cc1	2.3	-4.3	-1.9	-16.1	-5.1	-4.7	-4.5	-21.5	4.6	-9.4
Cc1ccc(NC(=O)CSc2nc3c([nH]c4ccccc43)c(=O)n2C)cc1	1.5	1.7	-1.0	1.9	-2.9	0.5	6.7	-16.1	31.6	2.8
COCC1CCCCN1C(=O)c1ccc2nc(Cc3ccc(OC)c(OC)c3)oc2c1 (stereo not drawn)	3.1	-2.1	0.1	0.5	-3.2	-1.9	-10.9	-45.1	4.4	1.9
O=S(=O)(c1ccc(Cl)cc1)N1CCN(c2nc(-c3cccs3)nc3ccccc23)CC1	1.2	x	-7.7	-15.7	0.5	6.9	0.0	-25.8	8.7	-5.3
Cc1cc(NC(=O)COC(=O)CCCOc2ccc(Cl)cc2C)no1	-3.7	-0.8	-1.9	-4.3	-5.0	-7.5	-0.4	-24.3	13.9	-5.9
CN(CC(=O)Nc1ccccc1C(F)(F)F)C(=O)C1CCN(S(=O)(=O)c2ccc3c(c2)OCCO3)CC1	6.1	-2.8	x	-12.4	-2.6	-8.6	-8.6	x	3.2	x
Cc1cc(C)n(-c2nc(N(C)C)nc(N3CCOCC3)n2)n1	0.2	-4.4	0.3	1.8	-1.3	-5.9	10.7	-21.4	6.6	-0.9
COc1cccc(C2C3=C(CC(C)(C)CC3=O)Nc3n[nH]c(C)c32)c1 (stereo not drawn)	-85.7*	78.4*	3.2	4.8	7.0	-1.6	18.2	-11.9	5.1	-11.7
Cc1occc1C(=O)N/N=C/C=C\c1ccccc1[N+](=O)[O-]	4.4	1.1	-2.4	-0.5	0.5	11.1	4.3	-58.9	-44.9	2.9
COC(=O)c1cc(NC(=O)N2c3ccccc3Sc3ccccc32)cc(C(=O)OC)c1	-4.7	-0.3	1.4	-0.8	-3.1	17.2	46.1	3.7	11.7	12.4
Cn1c(=O)n(C)c2cc(C(=O)O)ccc21	1.9	-0.7	-3.1	2.0	-0.8	-6.1	-0.3	-10.2	9.5	9.0
Fc1ccc(/C=N/Nc2nnnn2-c2ccccc2)cc1	-2.5	-1.7	1.8	-1.7	1.2	10.4	2.8	-19.9	-24.7	-5.2
COc1ccccc1NC(=O)COC(=O)c1c[nH]c(=O)[nH]c1=O	1.0	-0.7	11.6	-10.4	0.9	-1.3	-4.9	-9.3	-2.9	4.1
COc1ccc2cc(C(=O)N3CCN(c4ccccc4F)CC3)[nH]c2c1	-3.1	-0.2	1.5	-4.1	1.4	2.1	-2.4	-4.9	-10.5	2.7
COC(=O)C1N2C(=O)[C@@H](NC(=O)COc3ccccc3)[C@H]2SC1(C)C (stereo partly drawn)	-3.6	0.5	x	-4.4	x	0.2	-5.8	x	17.2	x
Cc1ccc(Cl)cc1N1CCN(C(=O)Cn2ncn3cccc3c2=O)CC1	1.0	0.2	-6.4	3.7	-5.8	-10.4	-0.5	-6.5	16.0	0.0
Cc1ccccc1OCCSc1nnc(-c2cccnc2)n1N	0.0	-1.2	2.3	-7.5	-0.7	x	x	-29.1	-2.4	5.4
Cc1ccc(O)c(C(=O)c2cc(C(=O)NCCc3ccccc3)c(=O)n(CCc3ccccc3)c2)c1	0.9	-1.5	4.9	3.8	2.1	-3.8	9.6	-4.3	13.4	-2.6
COc1cccc(C(=O)Nc2ccc(NC(=O)C3CCCCC3)nc2)c1	2.8	x	-1.7	-4.9	2.7	0.1	22.8	-36.1	-5.0	1.9
Nc1nc(-c2ccco2)nn1C(=O)c1ccc(Cl)cc1	1.2	-0.3	-3.4	-0.4	-3.3	1.8	2.9	-7.7	-0.4	5.9
CC(=O)c1cccc(NC(=O)c2cc(-n3cnnc3)ccc2Cl)c1	-1.8	-0.5	1.0	-10.2	4.2	-4.8	4.1	-12.5	-6.3	0.8
O=C(NCC(c1ccco1)N1CCc2ccccc21)c1ccccc1Br (stereo not drawn)	-0.3	1.6	x	0.6	-5.1	5.2	8.4	x	2.2	x
COc1ccc2c(c1)C(c1ccccc1)=NNC(c1ccco1)=N2	-1.1	-3.2	0.3	-1.3	-1.1	12.2	36.4	-22.3	18.5	-5.7
CSc1ccc(CNc2ccccn2)cc1	2.0	-1.3	0.1	1.7	3.6	13.8	21.8	-53.2	-99.5	2.1
N=C1CCCN1CC(=O)c1ccc(Cl)cc1	2.3	7.1	-0.4	5.4	6.0	3.7	-3.7	-98.8	-38.3	-0.6
COc1ccc(/C=C2\SC(=S)N(Cc3cccnc3)C2=O)cc1C	-2.1	1.0	-1.9	2.6	-4.1	8.3	21.3	23.3	-126.6	3.0
Cc1ccc(Nc2nc(Oc3ccc(=O)[nH]n3)nc(N(C)C)n2)cc1	x	-1.6	-2.1	x	0.0	x	x	-37.9	x	6.9
O=C(Nc1ccc2c(c1)nc1n2CCOC1)c1ccccc1	-5.0	0.6	-0.1	4.6	-2.9	21.5	27.4	-73.5	-80.4	-0.4
O=C(NCC(=O)N(c1ccc2c(c1)OCO2)C(C(=O)NC1CCCC1)c1cccs1)c1ccco1 (stereo not drawn)	4.6	2.1	-1.6	-0.2	0.0	5.1	-6.8	-27.2	7.2	-4.9
Cn1cnc2cc(NCc3ccc(Cl)cc3)ccc21	3.5	-1.2	-10.1	12.3	3.7	63.1	66.4*	-126.9	-101.1	0.2
Cc1cccc(C(=O)NNC(=O)c2c(O)c3ccccc3n(C)c2=O)c1	3.4	-1.7	-4.6	-5.1	1.1	-6.9	3.5	10.4	-7.6	4.8

Record cards, as listed above. Order of values: GSK3beta inhib | GSK3A inh | HSP90 refold inh | Platelet DG rel | Dyrk1A ADPGlo | HSF1 inh | HSF1 activator | KLF5 inh | aSyn UTR inh | IEC-6 cytotox
Profile of O=C(NCC(=O)N(c1ccc2c(c1)OCO2)C(C(=O)NC1CCCC1)c1cccs1)c1ccco1 (stereo not drawn) → 4.6 | 2.1 | -1.6 | -0.2 | 0.0 | 5.1 | -6.8 | -27.2 | 7.2 | -4.9
Profile of N=C1CCCN1CC(=O)c1ccc(Cl)cc1 → 2.3 | 7.1 | -0.4 | 5.4 | 6.0 | 3.7 | -3.7 | -98.8 | -38.3 | -0.6

The listing continues:
SMILES	GSK3beta inhib	GSK3A inh	HSP90 refold inh	Platelet DG rel	Dyrk1A ADPGlo	HSF1 inh	HSF1 activator	KLF5 inh	aSyn UTR inh	IEC-6 cytotox
COc1ccc(C(=O)CN2CCN(c3ncccn3)CC2)cc1	-1.2	-2.6	3.3	7.7	4.1	-0.9	-0.1	-15.6	1.7	1.6
CC(C)C(=O)c1cc2c(cc1NC(=O)Nc1cccc3ccccc13)OCCO2	-2.2	-1.1	6.5	0.7	x	3.1	15.8	-1.1	18.0	-2.6
O=C(COC(=O)C1CCN(c2ccc(C(F)(F)F)cn2)CC1)c1cccc(Br)c1	-2.0	1.9	x	1.5	-0.9	-5.5	3.9	x	-13.8	x
COc1cc(C(=O)N/N=C/c2coc3ccccc3c2=O)cc(OC)c1OC	2.7	-1.1	-1.5	1.6	-1.7	-4.3	4.7	-40.0	19.7	70.1*
O=C(CC1C(=O)NCCN1CC1CCCCC1)NCCCN1CCOCC1 (stereo not drawn)	2.3	-2.6	-2.3	7.1	-1.4	-3.9	1.4	-39.2	-6.4	-13.2

High-throughput results from PubChem.

The list is partial; count on the stated rates, not on these rows.
